# Source: PubChem
# E-sel inducer: E-selectin induction on HUVECs | P16581 | actives 0.37% (n = 260,000) | activation, % at 7.58 µM | HUVEC E-selectin immunofluorescence imaging; normalized: neutral wells 0, TNF-alpha wells 100;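 active = mean E-selectin-positive cell signal at least 10% of the positive control, reached in at least 60% of replicates, without over 20% cell loss; inconclusive = no rule given, readout overlaps actives, possibly toxicity-flagged; inactive = the rest, including those meeting only one limit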;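 note: in these data hits start at about 27%; measured in HUVEC primary endothelial cells; signal is the percent of cells scored E-selectin positive by PE staining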
# Target sequence (P16581 whole entry, looked up): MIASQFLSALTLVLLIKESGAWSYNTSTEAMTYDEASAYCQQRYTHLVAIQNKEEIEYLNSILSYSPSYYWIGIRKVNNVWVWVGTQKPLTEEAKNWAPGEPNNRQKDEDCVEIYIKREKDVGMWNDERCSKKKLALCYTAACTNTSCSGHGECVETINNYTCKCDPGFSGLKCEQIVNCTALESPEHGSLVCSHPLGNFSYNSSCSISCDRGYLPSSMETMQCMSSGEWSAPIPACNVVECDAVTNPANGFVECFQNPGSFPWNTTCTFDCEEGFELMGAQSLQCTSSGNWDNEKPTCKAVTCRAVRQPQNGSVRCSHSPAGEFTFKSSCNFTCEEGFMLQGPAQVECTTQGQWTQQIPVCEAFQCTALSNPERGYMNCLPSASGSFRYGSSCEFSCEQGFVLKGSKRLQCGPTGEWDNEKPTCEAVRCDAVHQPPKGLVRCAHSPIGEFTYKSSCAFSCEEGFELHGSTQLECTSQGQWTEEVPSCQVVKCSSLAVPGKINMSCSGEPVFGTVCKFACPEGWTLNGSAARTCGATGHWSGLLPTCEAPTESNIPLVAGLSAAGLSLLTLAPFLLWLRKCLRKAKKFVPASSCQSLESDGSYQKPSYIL
#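 material = human umbilical vein endothelial cells (HUVEC), E-selectin induction | quantity = 3,000 cells/well | medium = EGM-2 growth medium on 0.1% gelatin-coated wells | technique = immunofluorescence imaging | read-out basis = % PE-positive cells | control set = TNF-alpha positive control, DMSO neutral control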
# PglD DTNB: inhibitors of Campylobacter jejuni PglD acetyltransferase; purified PglD enzyme, DTNB colorimetric CoA detection; inhibition, % at 12.5 µM; actives 0.098% (n = 360,000); AID 602405; in the data active = inhibition above about 16%, passing the limit was not always enough; inconclusive = no clear call, values can overlap the other calls; note: strong numbers were not always called active
# C2C12 statin: suppression of simvastatin myotoxicity; C2C12 myotubes + simvastatin, ATP luminescence, 48 h; scaled: DMSO 0, geranylgeraniol control 100; rescue of ATP level, % at 7.49 µM; actives 0.78% (n = 330,000); AID 602340;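 active = mean ATP rescue above about 67%, or every replicate alone reaching that limit, limit read from the data, passing the limit was not always enough; inconclusive = no clear call, values can overlap the other calls; inactive = mean under the limit and some replicate under it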;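 note: myotubes were challenged with 10 µM simvastatin during compound exposure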
# Active calls of the source: *; ? = inconclusive; / = not tested or not shown. An excerpt, so the mix of outcomes need not match the whole.
# Second line of a record: E-sel inducer	C2C12 statin	PglD DTNB
- Cc1ccc(C(=O)N/C(=C\c2ccc(-c3cccc([N+](=O)[O-])c3)o2)C(=O)NC(C)(C)C)cc1
→ 0.2	/	/
- Cc1cccc(NC(=O)c2ccc(S(=O)(=O)C(F)F)cc2)c1C
→ 1.2	/	/
- COc1ccc(S(=O)(=O)N2CCOCC2)cc1NC(=O)c1cc2c(s1)CCCC2
→ -0.3	/	/
- [O-]/C(=C(\C(=S)Nc1cccc2ccccc12)[n+]1ccccc1)c1ccc(Cl)s1
→ 1.4	/	/
- CCOC(=O)c1nn(-c2ccc(Cl)cc2)c2nnc(Cc3ccccc3)c(=O)n12
→ -0.6	/	/
- CN(C)c1ccc(N=Nc2ccccc2C(=O)OCC(=O)N(C)C2CCCCC2)cc1
→ 0.0	/	/
- COc1ccc(N2C(=O)/C(=C/c3cccnc3)NC2=S)cc1
→ 1.0	/	/
- CCOC(=O)c1sc(NC(=O)CCCCl)nc1C
→ -0.2	/	/
- CCc1nnc(NC(=O)CCC(=O)Nc2ccccc2)s1
→ /	-20	12
- CCN(CC)c1ccc(NC(=O)COC(=O)C23CCC(=O)N2c2ccccc2S3)cc1 (stereo unspecified)
→ /	-8	1
- O=C(OCC(=O)N1CCc2ccccc21)C1=COCCO1
→ /	5	-4
- CC(=O)N1CCN(Cc2nc3cc(NC(=O)C4CCCCC4)ccc3n2C)CC1
→ /	0	2
- C#CC[N+](C)(C)C(C#Cc1ccccc1)CC=C (stereo unspecified)
→ /	-242	-4
- COc1cccc2cc(C(=O)NCc3ccccn3)c(=O)oc12
→ /	1	2
- Cc1cccc(OCCCC(=O)Nc2nccs2)c1
→ /	0	5
- N#CC1=C2SCCN2C(=O)C(C#N)C12CCCCC2 (stereo unspecified)
→ /	-5	-1
- c1ccc(Cn2c(Sc3nnnn3-c3ccccc3)nnc2-c2ccccc2)cc1
→ /	22	4
- O=C1CC(c2ccccc2)n2nc(N3C(=O)CCC3=O)nc2N1 (stereo unspecified)
→ /	-2	1
- O=C(c1cc(S(=O)(=O)N2CCOCC2)c(Cl)cc1Cl)N1CCCCC1
→ /	3	-4
- Cc1cc(/C=N/n2cnnc2)c(C)n1-c1cc(Cl)ccc1Cl
→ /	53	5
- NCCCCCc1nnc(SCc2cccc(Cl)c2)o1
→ /	-3	5
- Cc1noc(C)c1CSc1nc2cc(S(=O)(=O)N3CCOCC3)ccc2o1
→ /	-4	-2
- CCN1C(=O)/C(=C2/C=Cc3ccccc3N2C)OC1=S
→ /	118*	3
- CCc1ccc(NC(=O)c2ccccc2NC(=O)C2CCCO2)cc1 (stereo unspecified)
→ /	-30	-1
- Cc1onc(-c2ccccc2Cl)c1C(=O)NC(=S)NCCc1ccccc1
→ /	-12	5
- COc1ccc(C(=O)c2oc3ccccc3c2NC(C)=O)cc1
→ /	-2	-6
- CCc1ccc(NC(=O)N(C2CCC(C)CC2)C2CCN(C(C)=O)CC2)cc1 (stereo unspecified)
→ /	6	-3
- O=C(NCc1cccs1)c1ccccc1
→ /	-3	3
- COc1cccc(NC(=O)CSCC(=O)O)c1
→ /	0	-4
- CC(C)CC(NC(=O)c1ccc(Cl)cc1)C(=O)OCC(=O)c1ccc2c(c1)NC(=O)CO2 (stereo unspecified)
→ /	3	-3
- CC(C)C(=O)Nc1nnc(SCC(=O)N2c3ccccc3CC2C)s1 (stereo unspecified)
→ /	-10	1
- CCCN1C(=O)/C(=C/c2c(NCCCOC(C)C)nc3c(C)cccn3c2=O)SC1=S
→ /	6	-7
- O=C(CN1CC(=O)Oc2ccccc21)OCC(=O)c1ccccc1
→ /	45	0
- CCOC(=O)CCCNC(=O)COC(=O)c1cc2ccccc2cc1O
→ /	0	0
- O=C(NCC(c1cccs1)N1CCOCC1)c1ccc(Cl)s1 (stereo unspecified)
→ /	-7	-2
- CN(C)c1nc(N(C)C)nc(N(C#N)CCOc2ccccc2)n1
→ /	-1	-7
- Nn1c(SCC(=O)NC(=O)NC2CCCC2)nnc1-c1ccccc1F
→ /	-16	4
- Cc1ccccc1C(=O)NNC(=O)Cc1ccccc1
→ /	3	6
- COc1cc(OC)c(NC(=O)CCNC(=O)Cn2cnc3ccccc3c2=O)cc1Cl
→ /	7	-5
- COc1ccc(C(=O)Nc2ccc(N3CCCC3)cc2)cc1
→ /	5	7
- CCOC(=O)c1c(C)[nH]c(C)c1C(=O)CSc1nc2ccccc2n1CCC#N
→ /	?	-4
- CCN(CC)S(=O)(=O)c1ccc(Cl)c(C(=O)Nc2nncs2)c1
→ /	25	0
- CCOc1ccc(CCNC(=O)C2CC(=O)N(C3CCCC3)C2)cc1OCC (stereo unspecified)
→ /	9	4
- Cc1nc(OCc2ccccc2)c2ccccc2n1
→ /	8	-3
- CCS(=O)(=O)N1CCN(C(=O)C(c2ccccc2)c2ccccc2)CC1
→ /	1	13
- Cc1ccc(C)c(N2C(=O)CS/C2=N\NC(=O)c2ccccc2Cl)c1
→ /	-3	-3
- O=C(Cn1c(=O)n2ncnc2c2c3c(sc21)CCCC3)c1ccccc1
→ /	-14	-2
- Cn1c(=O)c2c(ncn2CC(=O)N(Cc2ccccc2)c2ccccn2)n(C)c1=O
→ /	2	-3
- CCOC(=O)C(C#N)C(c1cccnc1)c1c(C)[nH][nH]c1=O (stereo unspecified)
→ /	5	-2
- CCOc1ccccc1OCC(=O)Nc1nnc(C)s1
→ /	23	3

# The list continues.
# Second line of a record: E-sel inducer	C2C12 statin	PglD DTNB
- O=C(CCCN1CCOCC1)c1ccc2c(c1)OCCO2
→ /	2	-1
- Cc1c(CCC(C)C)c(=O)n2c([nH]c3ccccc32)c1C#N
→ /	-22	5
- COc1ccc2oc(C)c(C(=O)Cn3ccnc3)c2c1
→ /	7	0
- COc1ccccc1N1CCN(C(=O)c2ccoc2C)CC1
→ /	2	-3
- O=C(O)C1CCN(c2nc(-c3ccccc3)nc3c2oc2ccccc23)CC1
→ /	26	2
- CC(=O)N1CC=C2C(C#N)=C(N)C(C#N)(C#N)[C@H](c3ccoc3)[C@H]2C1
→ /	6	1
- COc1ccc(/C=C2\SC(=S)N(CCC(=O)Nc3ccc(C(=O)O)cc3)C2=O)cc1OC
→ /	2	-1
- CCOC(CNC(=O)c1cccn2c(=O)c3cc(Cl)ccc3nc12)OCC
→ /	12	1
- O=C1CSC(=Nc2ccc(O)cc2)N1c1ccc(O)cc1
→ /	11	-1
- CCOC(=O)Nc1ccc2c(C)cc(=O)oc2c1
→ /	-9	-3
- Cc1[nH]c(=O)[nH]c(=O)c1/C=N/NC(=O)[C@H](C)NC(=O)OC(C)(C)C
→ /	-6	5
- O=[N+]([O-])c1cccc(-c2nc(-c3ccccc3)c(-c3cccs3)[nH]2)c1
→ /	-15	-3
- COC(=O)c1ccc(NC(=O)C(C)N2C(=O)c3ccccc3C2=O)cc1 (stereo unspecified)
→ /	-13	0
- O=C1C(=O)c2ccc(-c3ccccc3)cc2-c2ccccc21
→ /	-202	2
- O=C1CC(C(=O)Nc2ccccc2)N=C(N2CCCCC2)N1 (stereo unspecified)
→ /	2	-4
- COc1ccc(CN2C(=O)c3ccccc3C2C(=O)NC2CCCC2)c(OC)c1 (stereo unspecified)
→ /	-6	2
- CCC(CC)C(=O)Nc1cccc(C(=O)Nc2nccs2)c1
→ /	-9	-3
- COc1ccccc1-c1c(C(F)(F)F)oc2cc(OC(=O)c3cccc([N+](=O)[O-])c3C)ccc2c1=O
→ /	10	-4
- Cc1cc(-c2nsc(=O)o2)c(S(C)(=O)=O)s1
→ /	10	2
- Cc1cccc2c(-c3ccccc3)cc(=O)[nH]c12
→ /	84*	1
- Cc1cc(C)c2sc(N(CCCN(C)C)C(=O)c3ccc(S(=O)(=O)N4CCc5ccccc5C4)cc3)nc2c1
→ /	-9	-6
- CCc1nc2sc3ccccc3c(=O)c2c(=O)n1CCOC
→ /	14	3
- O=C(Nc1cccc(F)c1)c1cc(S(=O)(=O)N2CCC(C(=O)O)CC2)ccc1F
→ /	-10	10
- COC(=O)c1sc2ncn(-n3c(C)ccc3C)c(=O)c2c1C
→ /	9	3
- O=C(NC1CCCCC1)C(c1ccccc1F)N(Cc1ccco1)C(=O)Cn1nnc2ccccc21 (stereo unspecified)
→ /	4	5
- COc1ccc(S(=O)(=O)CC(=O)c2cc3cccc(C)c3oc2=O)cc1
→ /	-7	2
- COc1ccc(-c2noc(CCCc3ccccc3)n2)cc1OC
→ /	15	-1
- O=C(Nc1ccccn1)[C@@H]1CCC(=O)N1C(=O)OCc1ccccc1
→ /	0	2
- CCCN(CCC)C(=O)CC(c1ccc(F)cc1)c1ccco1 (stereo unspecified)
→ /	3	-2
- CC(=O)Nc1ccc(Cl)c(C(N)=O)c1
→ /	24	-2
- CCCC1=C(C(=O)OCC)C(c2ccc(NC(C)=O)cc2)NC(=O)N1 (stereo unspecified)
→ /	-12	1
- CC(=O)N1c2c(cc(Br)cc2S(=O)(=O)NCC2COc3ccccc3O2)CC1C (stereo unspecified)
→ /	17	-1
- CCOC(=O)N1CCN(C(=O)CCSc2ccc(C)cc2)CC1
→ /	-1	-1
- COC(=O)c1ccc(C)c(NC(=S)NCc2ccc(Cl)cc2)c1
→ /	0	0
- O=C(Nc1ccc2c(c1)OCCO2)N1CCN(c2ccccc2)CC1
→ /	14	-4
- Cc1cc(=O)n2[nH]c(COc3ccccc3)nc2n1
→ /	7	3
- CC12CCC(C(=O)NCc3ccc4c(c3)OCO4)(C(=O)C1=O)C2(C)C (stereo unspecified)
→ /	29	-6
- N#C/C(=C/c1ccc(N2CCOCC2)o1)c1nc2ccccc2[nH]1
→ /	-48	-3
- CCOC(=O)CC(=O)Nc1nnc(CC(C)C)s1
→ /	-12	-1
- CCn1nc(C)c(NS(=O)(=O)c2ccccc2)c1C
→ /	-2	3
- CCc1ccc(CNC(=O)C2CCN(c3nnc(C)c4c(C)n(-c5ccc(C)cc5)nc34)CC2)cc1
→ /	47	-7
- CCCC(C)C(=O)NCc1ccc2c(c1)OCO2 (stereo unspecified)
→ /	11	-2
- COc1ccc(S(=O)(=O)N2CCCN(CCC(=O)Nc3cccc(C(F)(F)F)c3)CC2)cc1
→ /	-1	0
- CSc1cccc(NC(=O)CSc2nnc(C)s2)c1
→ /	-3	-1
- CNC(=S)NC1CC2CCC(C1)N2Cc1ccccc1 (stereo unspecified)
→ /	-13	2
- Cc1cc2ncn(CC(O)COC3CCCCC3)c2cc1C (stereo unspecified)
→ /	6	4
- Cc1nn2c(C(F)(F)F)cc(-c3ccc(Cl)cc3)nc2c1C(=O)N1CCOCC1
→ /	-33	6
- O=C(COc1ccccc1)Nc1ccc(S(=O)(=O)N2CCOCC2)cc1
→ /	8	6
- Cn1c(=O)c2c(nc(CN3CCOCC3)n2CC(O)CO)n(C)c1=O (stereo unspecified)
→ /	9	1
- CC12CC(NC(=O)N1c1ccc(C(=O)N3CCN(c4ccc(F)cc4)CC3)cc1)c1ccccc1O2 (stereo unspecified)
→ /	8	4

# The list goes on:
# Second line of a record: E-sel inducer	C2C12 statin	PglD DTNB
- CCCCC(CC)C(=O)NCC(C)NC(=O)C(CC)CCCC (stereo unspecified)
→ /	-3	7
- N#CC1(C#N)COC23CCCCC2C1(C#N)C(=N)O3 (stereo unspecified)
→ /	7	-5
- Cc1ccc(C)c(S(=O)(=O)Nc2ccccc2C(=O)Nc2cc(C)on2)c1
→ /	-32	-2
- Cc1nc2ccccc2nc1SCC(=O)N1CCC(C)CC1
→ /	-1	-4
- Cc1cc(O)c(/C=N/Nc2ccccc2)c(=O)o1
→ /	7	-1
- CN(C)c1nc(Oc2ccc(C(=O)OCC(=O)Nc3ccccc3)cc2)nc(N(C)C)n1
→ /	119*	-1
- CC(=O)CC(=O)Nc1ccccc1NC(C)=O
→ /	0	4
- CC(C)Nc1nc(NC(C)C)nc(NS(=O)(=O)c2ccc(N)cc2)n1
→ /	6	-8
- N=C1/C(=C\c2ccc(SCc3ccco3)o2)C(=O)N=C2SC=NN12
→ /	11	-7
- O=C1C=C(c2ccc(OC(F)(F)F)cc2)C[C@@H](c2ccc(F)cc2)C1
→ /	-17	-4
- FC(F)(F)c1nnc(-c2ccccc2)nc1Oc1ccc(Cl)cc1Cl
→ /	-17	3
- CN(C)c1nc(Oc2ccc(=O)n(C)n2)nc(N2CCOCC2)n1
→ /	9	-4
- Cn1cccc1Cc1nnc(SCC(=O)NCc2ccco2)n1CCc1ccccc1
→ /	2	2
- Cc1cc(C)nc(-n2nc(C)c(C3(O)C(=O)Nc4ccccc43)c2N)n1 (stereo unspecified)
→ /	9	0
- COC(=O)c1ccc(Cl)c(NS(=O)(=O)c2ccc3c(c2)OCCO3)c1
→ /	3	-5
- c1ccc(CNC2=NCCCC2)cc1
→ /	-8	1
- Cc1cc(C(F)F)nn1CC(=O)NCc1ccccc1F
→ /	-1	-6
- O=C(CSCCO)N1CCc2ccccc21
→ /	116*	3
- CC(CNC(=O)C(C)C)NC(=O)C(C)C (stereo unspecified)
→ /	-5	4
- CC1=C(C(=O)Nc2ccc(C)cc2C)C(c2cccs2)NC(=S)N1 (stereo unspecified)
→ /	4	5
- O=C(CC(C(=O)N1CCc2ccccc21)n1ccnc1)NCc1cccnc1 (stereo unspecified)
→ /	20	2
- Cc1ccc(NS(=O)(=O)c2ccc(NC(=O)C3CCCO3)cc2)cc1 (stereo unspecified)
→ /	3	-6
- O=S(=O)(Nc1ccccc1F)c1ccc2nsnc2c1
→ /	-15	1
